Rat MKP-3 inhibitors: MKP-3 phosphatase inhibitors, primary screen, biochemical, rat enzyme, in vitro (AID 425); recombinant MKP-3 phosphatase activity, fluorescence; higher % means a stronger effect; inhibition, % at 20 µM; hits with a dose series show IC50 in µM; 110,000 compounds, 0.17% hits; in the data active = inhibition above about 50%;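 note: plate controls were vehicle for no effect and reference inhibitor for full effect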
Hsp70 displacement: Hsp70 inhibitors, probe displacement, primary screen, biochemical, fluorescence polarization (AID 583); Hsp70 fluorescence polarization probe displacement, mP; higher % means a stronger effect; displacement, % at 20 µM, or IC50 in µM where a hit was titrated; 140,000 compounds, 0.06% hits; in the data active = displacement above about 50%;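 note: plate controls were vehicle for no effect and reference ligand for full effect; a part of the inactive calls stands beside numbers as strong as those of hits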
* hit, by the source's call; nt = no result given; & = joins results of further samples.

Value order: Hsp70 displacement, Rat MKP-3 inhibitors
Cc1cc(C)n(-c2nc3ccccc3c(=O)n2OCC(=O)OCc2ccccc2)n1
    -12%, -2%
Cc1nn(C)cc1C(N)=O
    -0.6%, -6%
c1ccc(-c2csc3ncnc(NCCN4CCOCC4)c23)cc1
    3.2%, -6%
O=C(CC1S/C(=N\N=C\c2cccs2)NC1=O)Nc1ccccc1F (centres undefined)
    -7.3%, 4%
O=C(NCCC1=CCCCC1)C1COc2ccccc2O1 (centres undefined)
    2.5%, -12%
CSCCC(N=C1NC(C)(C)Cc2c1ccc1ccccc21)C(=O)O (centres undefined)
    -3.8%, 0%
Cc1ccc(C)c2[nH]c(=O)c(CN(Cc3ccco3)C(=O)Nc3ccccc3)cc12
    -3.4%, 5%
C=CCOc1ccc(/C=C2/C(=O)NC(=O)N(c3cccc(C)c3)C2=O)cc1OCC
    -5.2%, 2%
CCOC(=O)N1CCN(C(=O)CN(c2cc(C(F)(F)F)ccc2Cl)S(C)(=O)=O)CC1
    -6.2%, -1%
Cc1csc(NC(=O)CSc2nnc3ncccn23)n1
    -2.0%, -4%
CN1CCN(Cn2c(O)c(N=NC(=O)CSc3nc4ccccc4s3)c3ccccc32)CC1
    -0.4%, 5%
O=C(OCCN=C1NS(=O)(=O)c2ccccc21)C1CC(=O)N(c2ccc3ccccc3c2)C1 (centres undefined)
    2.0%, nt
Cc1onc(-c2ccccc2)c1C(=O)Nc1nc2c(s1)CCCC2
    3.5%, -7%
CCCc1ccc(-c2ccc(C(=O)O)cc2)nc1
    -0.7%, -10%
O=C(Cn1cc(/C=C2/C(=O)NC(=S)N(c3ccccc3F)C2=O)c2ccccc21)Nc1ccccc1
    -8.0%, 11%
CCOC(=O)c1cnn(-c2cc(C)c3cc(C)cc(C)c3n2)c1N
    -5.6%, -6%
Cn1c(C(=O)NCC2CCCO2)cc2oc3ccccc3c21 (centres undefined)
    1.1%, -7%
O=C(CSc1nc2ccccc2o1)N1CCN(C(=O)c2ccco2)CC1
    -7.2%, -2%
COc1cccc(NC(=O)COc2cccc(C)c2C)c1
    -1.3%, 3%
O=C(Nc1nnc(-c2ccccc2)s1)c1cccc(Cl)c1
    2.4%, -8%
O=C(O)c1ccccc1N(Cc1ccccc1)S(=O)(=O)c1ccccc1
    3.3%, -1%
O=C(NCc1ccc(F)cc1Cl)C1CCN(S(=O)(=O)N2CCC3(CC2)OCCO3)CC1
    -5.7%, 8%
CCOc1ccccc1-c1nc(-c2cccc(Br)c2)no1
    1.7%, nt
Cc1nnc(C)n1/N=C/c1cccc([N+](=O)[O-])c1
    2.8%, -1%
O=C1CCC(C(=O)Nc2ccccc2)N1 (centres undefined)
    -2.8%&-8.4%, 4%
O=C(c1cccc(C(=O)N2CCN(c3ccccc3F)CC2)n1)N1CCN(c2ccccc2F)CC1
    -3.8%, 2%
CCOc1ccc2nc(SCC(=O)N3CCN(C(=O)c4ccco4)CC3)sc2c1
    1.5%, nt
Cc1ccccc1CS(=O)(=O)c1nnc([C@H](CC(C)C)NC(=O)OC(C)(C)C)o1
    -1.1%, 4%
O=C1c2ccccc2C(=O)N1Oc1ccc(C(F)(F)F)cc1[N+](=O)[O-]
    -2.2%, 1%
CCOC(=O)N1CCN(CC(=O)Nc2ccc(C)cc2)CC1
    nt, -2%

Three of these compounds, reformatted:
CN1CCN(Cn2c(O)c(N=NC(=O)CSc3nc4ccccc4s3)c3ccccc32)CC1
  Hsp70 displacement = -0.4%; Rat MKP-3 inhibitors = 5%

O=C(OCCN=C1NS(=O)(=O)c2ccccc21)C1CC(=O)N(c2ccc3ccccc3c2)C1 (centres undefined)
  Hsp70 displacement = 2.0%; Rat MKP-3 inhibitors = nt

Cc1onc(-c2ccccc2)c1C(=O)Nc1nc2c(s1)CCCC2
  Hsp70 displacement = 3.5%; Rat MKP-3 inhibitors = -7%

(next part)
Value order: Hsp70 displacement, Rat MKP-3 inhibitors
CC(C)CC(=O)NS(=O)(=O)c1ccc(NS(C)(=O)=O)cc1
    2.6%, -3%
CCOC(=O)c1ccc(N2C(=O)CC(=O)NC2=O)cc1
    -1.5%, -1%
CCOc1ccc(NC(=O)CN(c2ccc(OC)c(Cl)c2)S(C)(=O)=O)cc1
    -3.3%, -1%
CCCCn1c(=O)c2c(c3ccccc31)OCC(=O)N2
    8.5%, -5%
CS(=O)(=O)NCc1ccc(C(=O)NCCOc2ccccc2)cc1
    1.4%, -14%
COC(=O)C1=NN(c2ccc(C)cc2)C2(S1)SC(C(C)=O)=C(C)N2c1ccccc1 (centres undefined)
    7.2%, nt
O=c1[nH]cnc2c1nnn2Cc1ccccc1
    -1.3%, 1%
Cc1c(-c2ccc(Cl)s2)nc2ccccc2c1C(=O)O
    3.9%, 3%
C=CCOc1c(Cl)cc(CNCCC)cc1Cl
    0.7%, nt
CCCc1cc(C(=O)Nc2nccs2)cs1
    -0.7%, -4%
CCOC(=O)CSc1nc2sc3c(c2c(=O)[nH]1)CCCC3
    -2.4%&1.6%, 1%&0%
COc1ccc2nc(NCCCNC(=O)c3cc(OC)c(OC)c(OC)c3)c(C#N)cc2c1
    29%, -2%
CCCCCn1c(N2CCN(c3cccc(Cl)c3)CC2)nc2c1c(=O)[nH]c(=O)n2C
    2.0%, -6%
C/C(CC1CC2=C(CC1(C)C)C(C)(C)CCC2)=N\NC(N)=S (centres undefined)
    -2.5%, nt
O=S(=O)(c1ccc(Br)s1)N1CCN(c2ccccc2)CC1
    0.4%, 2%
O=C(NCCC1=CCCCC1)C1CCN(c2nc3ccccc3o2)CC1
    -0.9%, nt
COc1ccc(NC(=O)CSc2nc(N3CCCCC3)nc(N3CCCCC3)n2)cc1
    -0.2%, nt
Cc1ccccc1-n1c(O)c(C=Nc2ccccc2F)c(=O)[nH]c1=O
    -13%, -3%
Cn1ccc(C(=O)OCC(=O)c2ccccc2)n1
    -0.1%&0.4%, -10%&-10%
CCc1nnc(NC(=O)CCC(=O)N2CCN(C3CCCCC3)CC2)s1
    4.2%, 2%
COc1ccc(S(=O)(=O)N2CCOCC2)cc1Cl
    4.9%, nt
O=C1Oc2ccccc2C(=O)/C1=C/c1ccccc1O
    0.7%, 0%
Cc1ccc(C(=O)c2oc3ccccc3c2N)cc1
    6.0%, nt
COc1ccc(CCNC(=O)C(=O)NCc2cccnc2)cc1
    -1.2%, 2%
O=C(O)CSc1ccc(C(F)(F)F)cc1
    -0.2%, 0%
Oc1ccccc1/C=N/Nc1cc(N2CCOCC2)nc(N2CCOCC2)n1
    -2.5%, 6%
COc1ccc(C(=O)Nc2cc3nn(-c4ccc(OC)cc4)nc3cc2C)cc1
    2.0%, -4%
COc1cc(NC(=O)NCCN2CCN(c3ccc(Cl)cc3)CC2)ccc1C
    4.4%, -1%
CCCc1cc(C(N)=O)c(NC(=O)c2ccoc2C)s1
    -4.0%, 1%
CCCC(=O)c1ccc(N2CCN(C(=O)CCC)CC2)c(F)c1
    -2.6%, -2%
Cc1nc(NCc2ccc3c(c2)OCO3)c2oc3ccccc3c2n1
    10%, -6%
CC(=O)Nc1ccc(N/C=C/C(=O)C(C)(C)C)cc1
    2.3%, 4%
CCNC(=O)CCc1nc(-c2ccc(C(C)(C)C)cc2)no1
    6.2%, -9%
CCOC(=O)c1sc(NC(=O)c2ccc(C)o2)nc1C
    -7.9%&1.8%, -8%&1%
C1=C(N2CCOCC2)/C(=C/c2nc3ccccc3[nH]2)CC1
    30%, 6%
NC(=O)NC(=O)CSc1nc(-c2ccccc2)c(-c2ccccc2)n1CC1CCCO1 (centres undefined)
    8.0%, nt
CSc1nc(SCC(=O)NCc2ccco2)c2c3c(sc2n1)CN(C)CC3
    12%, 6%
CCCCn1nnnc1SCC(=O)N1CCCC1
    0.6%, nt
Cc1ccc(S(=O)(=O)NCCCCCC(=O)N(C)C)cc1
    0.8%, -4%
CC(=O)NC1C(c2nc3ccccc3s2)=C(c2ccccc2)C(=O)N1c1ccc(C)cc1 (centres undefined)
    -3.1%, nt
Cn1c(SCC(=O)NCc2ccco2)nc2ccccc2c1=O
    nt, -15%
O=C(NCCc1c[nH]c2ccccc12)c1cc(S(=O)(=O)N2CCCCC2)ccc1N1CCOCC1
    -3.6%, -15%
COc1cc(C(=O)NC2CC3CCCC(C2)N3CC(=O)Nc2ccccc2)cc(OC)c1OC (centres undefined)
    2.0%, -4%
COC(=O)CSc1nnc(SCc2ccc(Cl)cc2)s1
    -4.8%, nt
O=C(CN1C(=O)/C(=C\c2ccccc2Cl)SC1=S)Nc1cc([N+](=O)[O-])ccc1O
    3.2%, 4%
Cc1cc(NC(=O)CSc2nnc(-c3ccco3)n2Cc2ccccc2)no1
    -1.0%, nt
CC(C)NC(=O)NS(=O)(=O)c1cnccc1NC1CC2CCC1C2 (centres undefined)
    -3.2%, nt
O=C(NCCN1CCOCC1)c1cc(-c2cccs2)nc2ccccc12
    6.9%, -1%
CCCC1=NN(C(=O)c2cccc(Cl)c2)C(O)(C(F)(F)F)C1 (centres undefined)
    -5.3%, 2%
O=C(O)c1cnn2c1NC(c1ccc(F)cc1)CC2C(F)(F)F (centres undefined)
    -1.7%&-5.2%, -2%&-1%

Arranged by the number under Rat MKP-3 inhibitors (smallest number first): 3 from the list above
Value order: Hsp70 displacement, Rat MKP-3 inhibitors
Cn1c(SCC(=O)NCc2ccco2)nc2ccccc2c1=O
    nt, -15%
O=C(NCCN1CCOCC1)c1cc(-c2cccs2)nc2ccccc12
    6.9%, -1%
CCCC1=NN(C(=O)c2cccc(Cl)c2)C(O)(C(F)(F)F)C1 (centres undefined)
    -5.3%, 2%

Carrying on:
Value order: Hsp70 displacement, Rat MKP-3 inhibitors
Nc1nc(-c2ccccc2)c(-c2ccccc2)n1N
    -16%, 0%
CCn1c(SCC(=O)Nc2ccc(OCc3ccccc3)cc2)nnc1-c1ccco1
    -2.7%, 2%
COc1ccc(C(=O)Nn2cnnc2)c(OC)c1
    -2.3%, nt
Cn1nccc1C(=O)Nn1cnnc1
    7.1%, -2%
CC(=O)Oc1cccc(N2C(=O)CCC2=O)c1
    3.5%, 1%
C=CCc1ccccc1OCCOc1ccc(/C=c2\sc3nc4ccccc4n3c2=O)cc1OCC
    -1.7%, 3%
Cc1ccc(S(=O)(=O)Nc2ccc(Oc3ccccc3)cc2)cc1[N+](=O)[O-]
    0.5%, 0%
O=C(c1ccccc1)N(Cc1ccccc1)CC(O)(c1ccccc1)c1ccccc1
    -0.1%, -1%
CC(Sc1nnc(N)s1)c1ccccc1 (centres undefined)
    9.0%, 1%
CCSc1ccccc1C(=O)Nc1cccc(OC)c1
    -1.6%, -8%
COc1ccc2c(c1OC)C(=O)OC2Nc1ccccc1[N+](=O)[O-] (centres undefined)
    -1.3%, 1%
CCOc1cc(N2CCOCC2)c(OCC)cc1NC(=O)Cc1cn2ccsc2n1
    22%, -8%
CCC(=NCCN1CCNCC1)C1=C(O)CC(C)(C)CC1=O
    4.2%, -2%
c1ccc(C(Cc2nc(-c3cccnc3)no2)c2ccccc2)cc1
    1.5%, -9%
O=S(=O)(Cc1ccccc1)N1CCN(Cc2ccccc2)CC1
    5.8%, -6%
CCOC(=O)N1CCN(CCC(=O)Nc2ccccc2OC)CC1
    1.2%, nt
CCOc1ccc(NC(=O)c2cnn(-c3ccccc3)c2NC(=O)c2ccc(C)cc2)cc1
    0.4%, -15%
O=C1NC(=S)N(c2ccc(Cl)cc2)C(=O)/C1=C/C=C/c1ccccc1
    -8.5%, 12%
CCOC(=O)N1CCC(NC(=O)c2cnn3c2NC(c2ccco2)CC3C(F)(F)F)CC1 (centres undefined)
    -0.8%, 2%
O=C(C1CCN(S(=O)(=O)c2cccnc2)CC1)N1CCN(c2ccccc2Cl)CC1
    nt, 0%
COC(=O)C(C#N)C(c1cccnc1)c1c(C)[nH][nH]c1=O (centres undefined)
    4.6%, -3%
O=C1C(=O)N(Cc2cccnc2)C(c2ccccn2)/C1=C(/O)c1ccccc1 (centres undefined)
    0.2%, -3%
O=S(=O)(c1cc(C(F)(F)F)ccc1Cl)N1CCCCCC1
    0.1%, 5%
COc1ccc(NC(=O)C2Cc3ccccc3C(=O)O2)cc1 (centres undefined)
    -1.0%, -7%
CC(C)c1c(O)nc(SCC(=O)Nc2ccc3c(c2)CCC3)[nH]c1=O
    1.5%, 0%
O=C(O)/C=C/c1cccc(NC(=O)CCc2ccccc2)c1
    1.4%, 2%
COc1cc(/C=C2/C(=N)N3C=CSC3=NC2=O)ccc1OCCCOc1c(C)cccc1C
    -3.5%, nt
COc1cccc(CN2CCN(C(=O)c3cccs3)CC2)c1OC
    1.3%&-4.7%, -14%&2%
CCOC(=O)C1=C(C)OC(N)=C(C(=O)OCC)C1c1ccncc1 (centres undefined)
    3.7%, 1%
CC1=C(C(=O)Nc2cccc(C)c2)C(c2ccc3c4c(cccc24)CC3)NC(=S)N1 (centres undefined)
    -1.0%, 0%
CCc1nc2nc(C)cc(Nc3cccc(C(F)(F)F)c3)n2n1
    2.5%, 3%
O=C(NCCc1ccccc1)C1c2ccccc2C(=O)N1C1CC1 (centres undefined)
    6.5%, 3%
CCc1ccc(NC2=C(Cl)C(=O)N(c3ccccc3C)C2=O)cc1
    -0.4%, 4%
COC(=O)/C=c1\sc2n(c1=O)C(C)=CC(C)(C)N=2
    1.2%, -5%
CC(C)Cn1c(CN2C(=O)c3ccccc3C2=O)nc2ccccc2c1=O
    1.8%&-1.9%, -13%&-1%
NC(=O)SCC(=O)Nc1ccc(Cl)c(Cl)c1
    1.8%&1.4%, -5%&1%

Some values from the list.
COC(=O)/C=c1\sc2n(c1=O)C(C)=CC(C)(C)N=2 in Hsp70 displacement: 1.2%
CC(C)Cn1c(CN2C(=O)c3ccccc3C2=O)nc2ccccc2c1=O in Hsp70 displacement: 1.8%&-1.9%
CCc1nc2nc(C)cc(Nc3cccc(C(F)(F)F)c3)n2n1 in Rat MKP-3 inhibitors: 3%
O=C(NCCc1ccccc1)C1c2ccccc2C(=O)N1C1CC1 (centres undefined) in Rat MKP-3 inhibitors: 3%

Compound activity deposited in PubChem BioAssay by Sanford-Burnham Center for Chemical Genomics.

The list is partial; count on the stated rates, not on these rows.
